Source: PubChem
KDM5B inhibitor: Primary screen for KDM5B Histone Demethylases FDH-coupled qHTS | KDM5B demethylase, FDH-coupled NADH fluorescence (FDH is formaldehyde dehydrogenase) | Potency, µM (top dose mostly 57.7 µM), for the others: at the highest dose activity change, negative = inhibition, usual class: inhibitors | Lysine-specific demethylase 5B (Homo sapiens), Q9UGL1 | actives 2.6% (n = 220,000) | AID 1347165, 2019; active = well fitted inhibition curve with a large enough effect; inconclusive = small, poorly fitted or top-dose-only effect; inactive = no such curve, though single readings can be large or run the other way; note: 0% is about no effect; nearly all actives have a fitted effect of over 70% in size
Target sequence (Q9UGL1 whole entry, looked up): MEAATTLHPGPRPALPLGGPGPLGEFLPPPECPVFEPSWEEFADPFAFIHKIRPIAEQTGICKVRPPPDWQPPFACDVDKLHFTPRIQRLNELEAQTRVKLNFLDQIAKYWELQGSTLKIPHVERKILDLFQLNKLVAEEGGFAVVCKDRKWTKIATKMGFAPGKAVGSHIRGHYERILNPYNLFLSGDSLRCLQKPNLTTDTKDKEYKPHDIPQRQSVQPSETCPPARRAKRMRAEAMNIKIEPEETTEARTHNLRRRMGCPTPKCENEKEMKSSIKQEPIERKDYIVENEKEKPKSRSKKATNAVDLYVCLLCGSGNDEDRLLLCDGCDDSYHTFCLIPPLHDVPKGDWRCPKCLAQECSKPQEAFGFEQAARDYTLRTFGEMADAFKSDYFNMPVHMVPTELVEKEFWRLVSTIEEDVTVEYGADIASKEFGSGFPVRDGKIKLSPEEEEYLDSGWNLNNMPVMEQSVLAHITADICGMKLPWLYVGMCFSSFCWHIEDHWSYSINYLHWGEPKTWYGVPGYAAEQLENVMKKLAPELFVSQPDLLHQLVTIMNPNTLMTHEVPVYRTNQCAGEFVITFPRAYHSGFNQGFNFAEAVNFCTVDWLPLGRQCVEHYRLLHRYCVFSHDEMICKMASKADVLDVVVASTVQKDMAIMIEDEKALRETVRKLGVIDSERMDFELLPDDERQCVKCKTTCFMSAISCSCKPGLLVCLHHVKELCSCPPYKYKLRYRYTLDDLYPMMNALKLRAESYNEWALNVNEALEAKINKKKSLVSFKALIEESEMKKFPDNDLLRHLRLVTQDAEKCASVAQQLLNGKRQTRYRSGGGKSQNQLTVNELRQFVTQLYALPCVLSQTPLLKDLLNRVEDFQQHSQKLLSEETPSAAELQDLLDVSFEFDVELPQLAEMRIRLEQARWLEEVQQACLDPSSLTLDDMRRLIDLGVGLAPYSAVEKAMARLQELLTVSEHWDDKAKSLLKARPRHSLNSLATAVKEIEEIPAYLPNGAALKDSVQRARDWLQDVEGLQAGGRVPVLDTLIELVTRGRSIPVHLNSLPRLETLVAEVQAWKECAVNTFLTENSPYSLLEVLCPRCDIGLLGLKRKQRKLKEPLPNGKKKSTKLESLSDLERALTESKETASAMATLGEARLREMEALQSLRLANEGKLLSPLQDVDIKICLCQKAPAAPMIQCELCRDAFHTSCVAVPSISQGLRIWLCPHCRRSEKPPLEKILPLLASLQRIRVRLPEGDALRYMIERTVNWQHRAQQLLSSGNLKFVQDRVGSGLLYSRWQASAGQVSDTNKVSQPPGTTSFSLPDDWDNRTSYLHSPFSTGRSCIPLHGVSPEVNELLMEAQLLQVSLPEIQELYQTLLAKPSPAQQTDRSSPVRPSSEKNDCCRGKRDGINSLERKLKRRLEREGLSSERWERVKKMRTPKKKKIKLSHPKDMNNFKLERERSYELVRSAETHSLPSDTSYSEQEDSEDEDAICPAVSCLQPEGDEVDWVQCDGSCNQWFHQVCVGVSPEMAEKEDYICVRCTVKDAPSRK
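Compound dilutions met 200 nM (final) KDM5BΔAP for 10 min at room temperature before substrate addition. The substrate mix held 12.5 µM H3K4me3 with cofactors 25 µM α-ketoglutarate and 50 µM Fe²⁺. NADH signal gain over 30 min defined activity.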
Active calls of the source: *; ? = inconclusive; & = joins results of further samples; [ ] = remark or other dose. Potency is the fitted concentration of half-maximal effect.

SMILES	KDM5B inhibitor
COc1ccc(C(=O)Nc2cc3c(cc2N2CCCC2)n(C)c(=O)c(=O)n3C)cc1OC	7.4%
CC(CCc1ccccc1)NC(=S)NC1CC2CCC1C2 (centres undefined)	-13.0%
Cn1c(=O)c2c(nc(SCC(=O)Nc3ccc(OC(F)(F)F)cc3)n2Cc2cccc(C(F)(F)F)c2)n(C)c1=O	-0.7%
COCCNC(=O)C1c2ccccc2C(=O)N(Cc2ccco2)C12CCCCC2 (centres undefined)	12.4%
COc1ccc(CCC(=O)Nc2ccc(-c3nnc4n3CCCC4)cc2)cc1	0.1%
Cc1ccc(CNC(=O)COC(=O)C2CC2)cc1	-3.4%
COc1cc2cc(C(=O)N[C@@H](C)C(=O)Nc3ccc4c(c3)OCO4)n(C)c2c(OC)c1OC	?
O=C(Cn1c(=O)oc2ccccc21)N1CCC(c2noc(-c3ccncc3)n2)C1 (centres undefined)	14.1%
COCCN1C(=O)c2ccccc2C(C(=O)Nc2nnc(C(C)C)s2)C12CCCCC2 (centres undefined)	-1.1%
Cc1ccc(/C=N/NC(=O)C2CC2)s1	13.9%
O=C(CN1C(=O)CSc2ccc(S(=O)(=O)N3CCCC3)cc21)NCc1ccc(Cl)cc1	-19.3%
COc1ccc(-c2nc3ccccc3c(=O)n2CCOc2ccccc2OC)cc1	-8.3%
O=C(N[C@H]1CCCNC1=O)C1=C[C@@H](NC(=O)c2cccnc2)[C@@H](O)[C@H](O)C1	-14.5%[86.2 µM]
Cc1ccc(N(C(C)C(=O)NCc2ccccn2)S(C)(=O)=O)cc1C (centres undefined)	14.0%
Cc1ccc(S(=O)(=O)N2CC[C@H](c3nc4ccccc4[nH]3)C2)cc1	-17.0%[86.2 µM]
COc1ccc(-c2nn(-c3ccccc3)cc2C(=O)NCC(C(C)C)N2CCOCC2)cc1 (centres undefined)	-9.4%
COc1ccc(NC2=CC(=O)CC(c3ccc(OC)cc3)C2)cc1 (centres undefined)	6.0%
COc1ccc(CN2C(=O)[C@@H]3C[C@@H](O)CN3C3(CN(C)C3)C2=O)cc1	-26.5%[86.2 µM]
O=C(CN1C(=O)c2cccnc2Sc2ccccc21)Nc1cc(F)ccc1F	?
CC(C)NC(=O)c1nn(C)c2c1CS(=O)(=O)c1ccccc1-2	?
Cc1cc(NC(=O)CN2C(=O)NC(c3ccc(Cl)cc3)C3=C2COC3=O)ccc1Br (centres undefined)	-17.3%
O=C1CC2(C(=O)Nc3c(Cl)cccc32)c2cnn(Cc3ccccc3Cl)c2N1 (centres undefined)	11.9%
COc1ccc2nc(NC(=O)c3nc(SCc4ccc(F)cc4)ncc3Cl)sc2c1	11.4%
CCOc1cccc2sc(N(Cc3cccnc3)C(C)=O)nc12	-26.1%
C=CCNC(=O)N[C@H]1CCN(C(=O)CSC)[C@@H]1C(=O)N[C@H](Cc1c[nH]c2ccccc12)C(N)=O	15.2%

An excerpt from above in order of molar mass, smallest number first:
SMILES	KDM5B inhibitor
Cc1ccc(/C=N/NC(=O)C2CC2)s1	13.9%
Cc1ccc(S(=O)(=O)N2CC[C@H](c3nc4ccccc4[nH]3)C2)cc1	-17.0%[86.2 µM]
Cc1ccc(N(C(C)C(=O)NCc2ccccn2)S(C)(=O)=O)cc1C (centres undefined)	14.0%
O=C1CC2(C(=O)Nc3c(Cl)cccc32)c2cnn(Cc3ccccc3Cl)c2N1 (centres undefined)	11.9%
COc1ccc(C(=O)Nc2cc3c(cc2N2CCCC2)n(C)c(=O)c(=O)n3C)cc1OC	7.4%
COCCN1C(=O)c2ccccc2C(C(=O)Nc2nnc(C(C)C)s2)C12CCCCC2 (centres undefined)	-1.1%
C=CCNC(=O)N[C@H]1CCN(C(=O)CSC)[C@@H]1C(=O)N[C@H](Cc1c[nH]c2ccccc12)C(N)=O	15.2%

Returning to the listing with the 4 entries that preceded the break.
SMILES	KDM5B inhibitor
O=C1CC2(C(=O)Nc3c(Cl)cccc32)c2cnn(Cc3ccccc3Cl)c2N1 (centres undefined)	11.9%
COc1ccc2nc(NC(=O)c3nc(SCc4ccc(F)cc4)ncc3Cl)sc2c1	11.4%
CCOc1cccc2sc(N(Cc3cccnc3)C(C)=O)nc12	-26.1%
C=CCNC(=O)N[C@H]1CCN(C(=O)CSC)[C@@H]1C(=O)N[C@H](Cc1c[nH]c2ccccc12)C(N)=O	15.2%
NCCn1cc(C(=O)N2CCC[C@H]2c2nc(-c3ccccn3)no2)nn1	12.3%
Cc1cc(=O)n(CC(=O)Nc2ccc(C)c(C)c2)c(N2CCN(c3ccccc3)CC2)n1	-23.8%
CCc1cccc(NC(=O)CN2C(=O)CCc3cc(S(=O)(=O)N4CCOCC4)ccc32)c1	1.9%
Cc1cc(OCC(=O)Nc2ccccc2N2CCN(S(C)(=O)=O)CC2)ccc1Cl	9.3%
CC1=C(c2ccc(C(C)C)cc2)S(=O)(=O)N=C1N1CCN(c2ccc(F)cc2)CC1	-11.3%
N#Cc1c(-c2ccccc2)cc(-c2cccs2)nc1S(=O)Cc1ccccc1 (centres undefined)	?
O=C(NCc1ccccc1S(=O)(=O)N1CCOCC1)c1ccc(F)cc1	6.5%
COCCOCC(=O)N1CCC(N2C(=O)C(OCC3CC3)C23CCOCC3)CC1 (centres undefined)	36.4%
O=C(C1=C(c2ccccc2)S(=O)(=O)CCO1)N(Cc1ccccc1F)c1ccccn1	-16.4%
CCNC(=O)c1cccnc1OC1CCN(C(=O)c2ccc(C)c(C)c2)C1 (centres undefined)	-2.2%
N#Cc1cc(-c2ccccc2)sc1N	9.5%
O=C(O)CNS(=O)(=O)c1cccc(C(=O)/C=C/c2ccc(Cl)cc2)c1	?
O=C(OCc1ccccc1)c1ccc(-c2nnn(Cc3ccccc3F)n2)cc1	?
CNC(=O)[C@@H]1CN(C(=O)c2ccc3ccccc3n2)C[C@H]1COC	-7.7%
COCCNc1ncccc1-c1noc([C@@H]2CCCN2CC(C)(C)C)n1	35.5µM*
CCn1cnc2c1c(=O)n(CC(=O)O)c(=O)n2Cc1ccccc1	-8.8%
CC(=O)Nc1ccc(NC(=O)CSc2cn(CC(=O)N3CCOCC3)c3ccccc23)cc1	-10.0%
CCCCCCN1C2=NCCCN2c2ccccc21	-1.9%
CN(C)CC(NS(=O)(=O)c1cccc(Cl)c1)c1ccccc1 (centres undefined)	1.0%
COc1ccc(C(=O)N2CCCN(C)c3ccccc32)c(C)c1	6.5%
Cc1ccc(CNC(=O)CSc2nc3c(sc4ccccc43)c(=O)n2CCCC(=O)NCCO)cc1	3.2%
CCNc1c(NC(=O)c2c(OC)cccc2OC)c(=O)oc2ccccc12	4.8%
COCCN1CCN(C(=O)[C@@H]2Cc3cn(C)c4cccc(c34)[C@H](CC(C)C)N2)CC1	?
CCC(C)NC(=O)C(NC(=O)c1ccc(OC)cc1)C1CCN(C(=O)CC(C)C)CC1 (centres undefined)	-19.6%
O=C(NCc1ccc2c(c1)OCO2)[C@@H]1C[C@H](c2ccc(F)cc2)N([S+](=O)([O-])C2CC2)C1	-12.6%
Next section
SMILES	KDM5B inhibitor
COc1ccc(/C=C\C(=O)Nc2cccc3cccnc23)cc1OC	0.4%
O=C(Cc1cccs1)Nc1ccc(-c2nnc3n2CCCC3)cc1	-11.9%
O=C(NC12CC3CC(CC(C3)C1)C2)c1csc2c1CCCC2	33.1%
Cc1cc(Cl)ccc1S(=O)(=O)N1CCN(C2CCN(CCC(C)C)C2=O)CC1 (centres undefined)	-0.1%
Cc1ccc(C(=O)NCc2nnc3c(-c4nc(C5CC5)no4)cccn23)cc1F	?
Cc1cc(F)ccc1NC(=O)C1CCCN(c2nnc(-n3c(C)ccc3C)s2)C1 (centres undefined)	-19.6%
COc1ccc2[nH]cc(CCNC(=O)C3Cn4cccc4C(=O)N3CC(C)C)c2c1 (centres undefined)	-8.7%
COCCNC(=O)[C@@H]1C[C@@H](O)CN1C1CCN(C(=O)C2CCCCC2)CC1	4.8%
Cc1ccc(N2N=C(c3ccccc3)CCC2=O)cc1	18.3%
C#CCSc1nc(-c2ccccc2)cc(-c2ccccc2)c1C#N	?
COc1ccc(N2CC(C(=O)N3CCC(C(=O)NCc4ccc5c(c4)OCO5)C3)NC2=O)cc1 (centres undefined)	-21.1%&11.8%
O=C(COC(=O)c1c[nH]c2ccccc12)NC1CC1	22.5%
O=C(NCc1nc(-c2cccc(F)c2)c(-c2ccccn2)[nH]1)[C@@H]1CCCN1	?
Cc1ccc(N(Cc2nnc(-c3ccc(Cl)cc3)o2)S(=O)(=O)c2ccc3c(c2)OCCO3)cc1	-20.2%
Cc1ncc2c(c1CNC(=O)c1cccc(OC(F)F)c1)CCNC2	-6.1%
COc1cccc(C(=O)Nc2ccc(NC(=O)c3ccc(C(C)(C)C)cc3)cc2)c1	-13.2%
Cc1c(C(=O)C(=O)Nc2cccc(F)c2)c2ccccc2n1C	14.1%
CC(=O)N[C@@H](C(=O)O)C(C)C	8.6%
COc1ccccc1-c1ccc(C(=O)N2C[C@@H](N(C)C)[C@H](C(C)C)C2)cc1	28.2µM*
CCc1nc(-c2c(-c3ccccc3)ncn2CCc2ccncc2)c(C)[nH]1	-7.0%
CN(CCCC(=O)Nc1ccc(OC(F)F)cc1)S(=O)(=O)c1ccc(F)cc1	-5.4%
O=C(Nc1cccc(Cl)c1)N[C@H]1C[C@H]2C(=O)NC[C@@H](CCC(=O)N3CCC(O)CC3)N2C1	2.4%
COCCNC(=O)C[C@@H]1C[C@H]2O[C@H](CNC(=O)NCCOC)[C@@H](O)[C@H]2O1	-1.8%[86.2 µM]
COCCCNc1nc2c(S(=O)(=O)c3ccccc3)nnn2c2ccccc12	79.4µM*
COc1ccc(C(=O)N2CCC3(C2)C(=NC2CCCCC2)NC(=O)N3c2cccc(OC)c2)cc1 (centres undefined)	9.4%[115 µM]
Going on with the list:
SMILES	KDM5B inhibitor
CCN(CC)CCNC(=O)c1cn(CC)c2ccc(S(=O)(=O)N(C)C3CCCCC3)cc2c1=O	-17.3%
CC(C)(C)NS(=O)(=O)c1ccc(C(=O)Nc2ccc3c(c2)OCO3)cc1	46.0%[activator]
CCC(C)n1c(C(C)NC(=O)OCc2ccccc2)nc2cccnc21 (centres undefined)	3.4%
Cc1c(Cl)cccc1-n1nnc(-c2nc(-c3ccc4c(c3)OCO4)no2)c1C	-4.7%
CC(=O)N1C[C@@H]2CCCN3CCC[C@@H]([C@H]23)[C@H]1CCCC(=O)N1CCC(C)CC1	?
CN(C)C[C@@H]1CN(C)C[C@H]1NC(=O)c1ccc(F)c(F)c1	-1.9%
CC(C)Cn1cc(NC(=O)NCC2CCN(Cc3cccc(Cl)c3)CC2)c2ccccc2c1=O	?
C=C(Cl)COC(=O)c1ccc2c(c1)NC(=O)C(C)S2 (centres undefined)	-20.3%
CSc1ncccc1C(=O)N1C[C@@H](CN2CCCCC2)[C@@H](CO)C1	35.7%
CC1CCc2c(c(-c3ccccc3)nc3ccc4ccccc4c23)C1 (centres undefined)	23.8%
COc1ccc(-c2noc([C@@H]3CCCN3C(=O)c3ccc(F)cc3)n2)cc1OC	26.8%
CN1CCC2(CCC1=O)CN(CCCCOc1ccccc1)CCN2C (centres undefined)	-1.3%
Cc1cccc2c(C3CCN(C(=O)c4c(Cl)cc(Cl)cc4Cl)CC3)c[nH]c12	-12.2%
COc1ccc(CNC(=O)C(CC(C)C)N2Cc3ccccc3C2=O)cc1 (centres undefined)	8.0%
Cc1cc(Cl)ccc1-n1nc(C)c([C@@H]2C=C[C@@H](NC(=O)c3ccc(N(C)C)cc3)C2)c1C	?
Cc1cc(NC(=O)c2ccc3c(c2)OCCN(CCC(F)(F)F)C3)ccc1F	-14.5%[86.2 µM]
CCCN(CC)c1ccc(/C=N/NC(=S)Nc2ccc(CC)cc2)cc1	?
Cc1nnc(NC(=O)C(=O)c2cc(C)n(-c3ccc(C)c(C)c3)c2C)s1	?
c1ccc(CN2C3=NCCCN3c3ccccc32)cc1	2.9%
COc1cccc(CNC(=O)c2sc3nc(C)cc(C)c3c2-n2cccc2)c1OC	-13.3%
O=C1C2CCCCCC1CN(Cc1ccccc1)C2	24.9%
CC(C)c1ccc(CN2CCC3(CC2)OCCN(c2ccc(F)cc2)C3=O)cc1	-4.0%[86.2 µM]
Cc1cccc(N2CCN(c3ccc(C(=O)O)cc3NC(=O)c3cccc(Cl)c3)CC2C)c1 (centres undefined)	?
CCOC(=O)c1ccc(NC(=O)N2CCN(Cc3ccc(Cl)s3)CC2)cc1	4.3%
O=C(Nc1ccccc1)Nc1ccc(=O)n2c1[C@@H]1C[C@@H](CN(C(=O)COc3ccccc3)C1)C2	-5.0%
Next compounds
SMILES	KDM5B inhibitor
CC1=C[C@@H](CO)[C@H](C(C)C)C[C@H]1CC(=O)NCc1ccc(C#N)cc1	-19.2%[86.2 µM]
Cc1nc(C2CCN(C(=O)[C@H]3CNC[C@@H](C(=O)N4CCOCC4)C3)CC2)n[nH]1	25.3%
CCc1ccc(C(C)NC(=O)Cc2ccc(C)s2)cc1 (centres undefined)	-17.2%
COc1ccc(OC)c2[nH]c(C(=O)NCC(=O)Nc3ccc4c(c3)OCCO4)cc12	-16.0%
COC(=O)c1ccc(Cl)cc1NC(=O)Nc1nnc(N(C)C2CCCCC2)s1	-10.1%
N#Cc1ccc(C(=O)Nc2cccc(-c3nnc4n3CCCC4)c2)cc1	?
O=C(c1cc2cc(Br)ccc2o1)c1ccc(F)cc1F	12.4%
COCCN1C(=O)c2ccccc2C(C(=O)Nc2ccccc2O)C12CCCCC2 (centres undefined)	-9.7%
Cc1nn(-c2ccccc2)c(C)c1[C@@H]1C=C[C@@H](NC(=O)c2ccco2)C1	?
O=C(NCc1cccnc1)[C@@H]1C[C@@H](c2ccc(F)cc2)N(CCOc2ccccc2)C1	-13.7%[86.2 µM]
CC(=O)Nc1cccc(C(C)NC(=O)Nc2cc(Cl)cc(Cl)c2)c1 (centres undefined)	-4.2%
Cn1c(=O)c2c(-c3ccc(F)cc3)[nH]cc2n(C)c1=O	?
COc1ccc(NC(=O)Cn2c(C)cc3nc4n(c(=O)c32)CCCCC4)cc1	-11.3%

These rows are one share of the data. The share of hits here may be higher or lower than overall.
